# TCR CD3 inh: human TCR-CD3 binding inhibition. 360,000 tested, 0.37% active. inhibition, % at 9.4 µM. TAMRA-labeled TCR probe fluorescence, biochemical; in the data active means inhibition above about 19%;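 further: recombinant mutant TCR 2C K166C tagged with TAMRA read by polarization; 0% = receptor in buffer alone and 100% = receptor with positive control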
# TDP2 absorb: blocks human TDP2 phosphodiesterase activity | AID 720702 | inhibition, % at 12.8 µM | O95551 | recombinant TDP2, T5PNP hydrolysis, p-nitrophenol absorbance 415 nm | 370,000 tested, 0.34% active;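 active means inhibition above the mean of all tested compounds plus 3 SD, set per campaign, cut at about 25% in these data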;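 further: 0% = DMSO with enzyme and 100% = buffer with substrate but no TDP2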
#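 Assay system: recombinant human TDP2 / Reagent: T5PNP substrate at 5 mM, a TopII-DNA adduct mimic / Measured by: epi absorbance from released p-nitrophenol / Evaluation: % inhibition relative to enzyme-containing and enzyme-free wells / Control set: enzyme-free and DMSO wells / Replicates: each compound tested once, singlicate / Schedule: enzyme reaction with compound for 2 h at 37 °C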
# UHRF1 MBD2 ctr: UHRF1 methyl-DNA binding inhibition; Q96T88; AID 687016; 370,000 tested, 0.75% active; UHRF1 binding to methylated oligo, TR-FRET; inhibition, % at 4.4 µM; in the data active means inhibition above about 21%;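 further: UHRF1 SRA domain binding a hemimethylated CpG hairpin DNA probe; 0% = median of test compound wells and 100% = reference inhibitor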
# DDE Tn6 FP inh: DD(E)-Tn6 binding inhibition, primary FP screen; Fibrin DD(E) TRITC-Tn6 fluorescence polarization displacement; inhibition, % at 8.3 µM; 370,000 tested, 0.21% active; AID 720509;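 active means inhibition above a per-campaign cutoff: mean of compounds within control limits plus 3 SD, cut at about 15% in these data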;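 further: 0% = median of all compound wells on the plate and 100% = blocking peptide control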
# Target sequence (P02675 whole entry, looked up): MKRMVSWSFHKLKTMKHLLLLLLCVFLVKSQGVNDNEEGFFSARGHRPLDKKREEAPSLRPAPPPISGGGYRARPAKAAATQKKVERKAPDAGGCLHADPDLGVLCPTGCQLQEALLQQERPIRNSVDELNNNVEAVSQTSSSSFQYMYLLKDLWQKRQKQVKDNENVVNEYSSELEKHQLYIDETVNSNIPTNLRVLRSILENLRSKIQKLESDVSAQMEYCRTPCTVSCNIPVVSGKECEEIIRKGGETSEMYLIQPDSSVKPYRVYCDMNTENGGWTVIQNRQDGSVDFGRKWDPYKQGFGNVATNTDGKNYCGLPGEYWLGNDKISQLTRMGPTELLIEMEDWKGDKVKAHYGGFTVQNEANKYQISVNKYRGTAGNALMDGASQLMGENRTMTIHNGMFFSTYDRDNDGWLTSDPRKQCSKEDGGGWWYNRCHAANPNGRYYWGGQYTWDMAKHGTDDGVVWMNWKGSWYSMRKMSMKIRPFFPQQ
# LEDGF integ inh: blocks HIV-1 LEDGF/p75-dependent DNA integration. TR-FRET IN-LEDGF/p75 DNA integration, Eu/Cy5. inhibition, % at 3.7 µM. 370,000 tested, 0.64% active;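 active means inhibition above the screen-wide mean plus 3 SD, cut at about 13% in these data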;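 further: signal is the Cy5 over europium emission ratio at 671 and 618 nm; 0% = plate median of compound wells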
# SIAE inh: inhibitors of human sialic acid acetylesterase SIAE | inhibition, % at 9.66 µM | SIAE FP-Rh probe binding, fluorescence polarization | Q9HAT2 | 370,000 tested, 0.69% active;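 active means inhibition above a cutoff: mean of compounds within the control limits plus 3 SD of those, cut at about 17% in these data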;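 further: 0% = plate median of compound wells and 100% = probe without SIAE protein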
# DDE Tn7 FP inh: DD(E)-Tn7 binding inhibition, primary FP screen | P02675 | FP displacement of FITC-Tn7 peptide from fibrin DD(E); 0% = median of compound wells per plate | inhibition, % at 8.3 µM | 370,000 tested, 0.13% active | AID 720508;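 active means inhibition above the mean of compounds falling within the control limits plus 3 SD of them, cut at about 14% in these data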;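 further: 0% = plate median of compound wells and 100% = 10 µM Aha-Tn7 peptide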
#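 assay system = human clot-derived fibrin DD(E) complex | quantity = Fibrin-DD(E) at 2 µM final | timing = 10 min preincubation, 3 h with tracer, room temperature | signal = fluorescence polarization | measure = percent inhibition | benchmarks = high control wells with 10 µM unlabelled Aha-Tn7 peptide (full inhibition) | replicates = singlicate testing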
# proKLK7 act: activates the human kallikrein-7 zymogen; P49862; purified proKLK7, EDANS-DABCYL substrate fluorescence; 100% is mature enzyme control, 0% vehicle; activation, % at 7 µM; 370,000 tested, 0.9% active; AID 652039;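 active means activation above the mean of all tested compounds plus 3 SD, computed per campaign excluding outliers beyond control limits, cut at about 13% in these data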
# Target sequence (P49862 whole entry, looked up): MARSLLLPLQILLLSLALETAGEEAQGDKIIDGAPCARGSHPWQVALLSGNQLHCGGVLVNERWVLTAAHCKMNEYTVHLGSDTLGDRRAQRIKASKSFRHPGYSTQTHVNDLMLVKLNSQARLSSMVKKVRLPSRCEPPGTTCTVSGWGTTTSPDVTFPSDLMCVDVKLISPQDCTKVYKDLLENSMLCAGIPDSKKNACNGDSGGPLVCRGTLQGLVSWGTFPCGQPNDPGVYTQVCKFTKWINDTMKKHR
# PRMT1 FP inh: PRMT1 (human) inhibition, primary screen; Q99873; recombinant PRMT1, activity-based probe fluorescence polarization; inhibition, % at 2.79 µM; 370,000 tested, 1.3% active; AID 652257;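 active means inhibition above about 21% made by adding two undisclosed values, limit read from the data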
# MBD2 inh: blocks human MBD2 binding to methylated DNA | Q9UBB5 | TR-FRET, MBD2 binding to methylated oligonucleotide | inhibition, % at 4.4 µM | 370,000 tested, 0.31% active | AID 686964; in the data active means inhibition above about 13%
# Starred values were filed as active, the others as inactive; . = not tested or not shown.
SMILES,TCR CD3 inh,TDP2 absorb,UHRF1 MBD2 ctr,DDE Tn6 FP inh,LEDGF integ inh,SIAE inh,DDE Tn7 FP inh,proKLK7 act,PRMT1 FP inh,MBD2 inh
Cc1ccc(C(=O)CSc2nnnn2-c2ccccc2)o1,-8,-18,7,-5,2,1,-7,0.3,1,4
COc1ccc(CCNC(=O)Cc2ccc(C)cc2)cc1OC,6,-4,0,-2,4,0,-1,-0.3,0,3
Cc1cccc(N(CC(=O)Nc2ccc(F)cc2)S(C)(=O)=O)c1,3,6,0,4,-1,-8,1,-0.6,-3,0
Cc1nc2ccc(S(=O)(=O)CCC(=O)NCCc3ccccc3)cc2s1,10,-4,0,3,-3,-11,9,-0.1,0,0
O=C(NC1CCCCN(Cc2ccc(Cl)cc2)C1=O)c1ccc(-c2ccccc2)cc1 (configuration not stated),.,4,1,9,2,-14,-9,0.1,-3,-3
COc1cc(NC(=O)SC2=NCCS2)cc(OC)c1,11,-5,-4,-4,5,1,3,-0.2,-3,4
COc1ccc(NC(=O)N(C)C[C@H]2OCc3cnnn3CCCC(=O)N([C@H](C)CO)C[C@@H]2C)cc1,-4,-5,5,2,3,8,-1,-0.4,4,2
CCSc1nnc(-c2ccc(Cl)cc2)c2ccccc12,5,2,0,5,-4,-3,-1,0.2,-1,0
CC(C)[C@H](NC(=O)c1ccccc1)C(=O)OCC(=O)c1c(N)n(C)c(=O)n(C)c1=O,-3,4,-2,5,0,-4,-2,0.0,-1,1
Cc1ccc(N2C(=O)[C@@H]3C(C(=O)CCN4C(=O)c5ccccc5C4=O)=NN[C@@H]3C2=O)cc1,2,0,2,7,-4,4,-6,-0.7,0,-1
CCCS(=O)(=O)Nc1c(C(=O)O)[nH]c2ccccc12,6,11,-5,-6,-1,0,0,0.1,2,1
Cc1ccc(C(=O)N2CCCC(C(=O)c3cc(F)ccc3F)C2)s1 (configuration not stated),2,-4,2,-7,-4,-4,0,-0.1,1,0
C[C@@H](NC(=O)Cn1ccc(N)nc1=O)c1cccc2ccccc12,2,-10,2,8,4,-1,-4,0.0,1,1
CN(C)c1ccc(-c2nnn(Cc3ccccc3Br)n2)cc1,2,-9,-2,-4,-1,1,-10,-0.3,-3,1
C=CCc1cccc2cc(C(=O)Nc3ccccc3C(=O)O)c(=O)oc12,2,1,4,-11,3,-16,8,-0.3,36*,4
CC(C)c1nnc(NC(=O)CCC(=O)NC2CC2)s1,14,4,-4,3,3,2,-3,-0.1,2,-2
CCCN(CCC)c1nc(NC2CCN(C(=O)OCC)CC2)nc(OC)n1,-1,-9,2,1,-1,6,-4,0.0,2,3
NC(Cc1ccc(Cl)cc1)c1csc(NC(=O)Nc2ccccc2)n1 (configuration not stated),-11,0,0,-12,3,4,-6,-0.7,0,4
COc1ccc(CN2C(=O)c3ccccc3C(/C=N\OCc3ccc(C)cc3)C2=O)cc1 (configuration not stated),7,-7,-5,4,2,-9,-1,0.9,-2,-1
COc1cc(OC)c(C(=O)OC(C)C(=O)NCc2ccc3c(c2)OCO3)cc1OC (configuration not stated),-2,-5,4,2,-4,-7,2,-0.2,8,6
CCN(CC)C(=O)CC[C@H]1CC[C@]2(CCCN(c3ccccc3)C2)O1,.,-6,7,-3,-4,0,-4,0.1,-5,0
O=c1c2c(nc3c(-c4ccc(Cl)cc4)c[nH]n13)CCC2,3,0,-3,7,5,-3,8,-14,0,0
CCN1CCN(c2cc(C)c3cc(NC(=S)N4CCCC(C)C4)ccc3n2)CC1 (configuration not stated),1,6,-2,9,-3,-1,5,9.7,-5,-4
C[C@@H]1COC(=O)[C@H](CC(=O)OC(C)(C)C)C/C=C\C[C@H](CC(=O)N(CCO)Cc2ccccc2)C(=O)N1,7,-1,-1,4,-1,-3,-3,-0.6,-1,0
CN1CCN(C(=O)/C(=C\c2cccs2)NC(=O)c2ccco2)CC1,2,5,1,1,3,-3,-5,0.1,-5,-1
CN1CCN(C2=C(Cl)C(=O)c3ccccc3C2=O)CC1,15,69*,16,9,34*,13,-1,-0.2,18,-1
CCCCc1c(O)nc(SCC(=O)Nc2ccc3c(c2)CCC3)[nH]c1=O,-2,4,-1,-2,4,4,3,-0.7,1,-7
COc1ccc(CNC(=O)Cn2nc([N+](=O)[O-])cc2C)cc1,7,5,0,0,-3,-5,1,-0.5,-3,-2
COc1ccc(CCNS(=O)(=O)c2ccc3c(c2)NC(=O)CS3)cc1OC,-3,21,3,4,0,-1,2,0.5,1,1
COc1ccc(-c2csc(NC(=O)c3nc(-c4ccccc4)oc3C)n2)cc1,0,4,-2,-4,-2,-4,-1,0.1,-1,-1
O=C(CSc1nnc(Cn2nnc3ccccc32)o1)N(Cc1ccc(Cl)cc1)c1ccccc1,3,3,-4,2,-2,0,0,0.2,-1,-5
O=C(COc1cccc(NC(=O)c2ccco2)c1)c1ccc(F)cc1,5,3,0,0,-1,1,-1,0.2,-2,2
CCOC(=O)N1CCN(C(=O)c2ccc3c(c2)N(Cc2cccc(Cl)c2)C(=O)c2ccccc2S3=O)CC1 (configuration not stated),3,-1,3,-2,1,6,-2,-0.1,4,6
CCCCn1nc(C(=O)Nc2ccc3c(c2)OCCO3)c2ccccc2c1=O,6,-3,-1,-8,2,-5,-1,-0.8,-1,2
COc1ccc(S(=O)(=O)NCc2ccccn2)cc1,-1,-9,3,2,1,2,7,0.9,1,0
CCCc1cc(=O)[nH]c(SCC(=O)NC2(C#N)CCCCC2)n1,-12,-10,27*,-8,1,1,-2,0.2,3,11
COc1ccccc1NC(=O)C1CCCN(S(=O)(=O)c2c(C)noc2C)C1 (configuration not stated),6,10,1,9,0,7,1,-0.3,-1,0
O=C(O)c1ccc(NC(=O)c2ccc(COc3ccc(Cl)cc3)o2)cc1,-3,2,3,7,0,-17,6,0.1,6,4
COc1ccccc1OCC(=O)/C=C1/N(C)c2ccccc2C1(C)C,-4,21,1,-4,-4,-6,1,-1.2,-1,-1
COc1ccc(C(=O)OC(C)C(=O)NC2CCCCC2C)cc1S(=O)(=O)N1CCOCC1 (configuration not stated),-5,6,2,-3,-3,-1,-1,-0.4,5,3
CCC1NC(=O)c2cccnc2-n2c1nc1ccc(OC)cc1c2=O (configuration not stated),4,4,-2,3,2,-2,-1,0.3,1,-1
COc1ccccc1NC(=O)NCCN1CCN(C(=O)Nc2ccccc2OC)CC1,2,5,-1,-4,5,-10,-11,-0.6,-1,-3
CCc1nc2ccc(C(=O)N3CCN(C)CC3)cn2c1N(C)CCCc1ccccc1,2,3,0,1,-5,2,-3,0.1,0,6
N#Cc1ccc2[nH]cc(CCO)c2c1,-1,6,-1,8,1,-1,-2,0.5,2,-2
Cc1ccc(NC(=O)CCS(=O)(=O)c2cccc3nonc23)cc1Cl,4,8,-1,1,1,4,8,-0.5,-4,4
COc1ccc(-c2cc(C(=O)N(C)CC(=O)Nc3cccc(F)c3)c3ccccc3n2)cc1,11,-2,0,3,3,-22,-4,-35,0,-6
CN=C1S/C(=C/c2cn(CC(=O)OC)c3ccccc23)C(=O)N1C,-5,-9,5,-11,-1,-15,0,0.3,7,0
CCO[C@@H]1OC(C(=O)N2CCN(Cc3ccc4c(c3)OCO4)CC2)=C[C@H](C2CCCCC2)[C@H]1CCCO,4,-3,0,-1,1,2,0,0.3,0,2
CCOC(=O)c1ccc(NC(=O)COc2ccccc2CNCCO)cc1,-3,1,1,7,1,-2,-2,-0.3,-2,2
Cc1cccc(Cc2cnc(NC(=O)CN3C(=O)/C(=C/c4ccccc4)SC3=S)s2)c1,-7,3,1,2,0,-48,-6,0.3,3,2
COc1ccc(CN2C(=O)C3C4C=CC(C4)C3C2=O)cc1 (configuration not stated),1,-1,2,-1,-1,2,-5,0.1,2,0
c1ccc(CCC2Cc3ccccc3N2)cc1 (configuration not stated),5,-3,-2,-2,0,5,1,0.5,-1,0
Cc1ccccc1Cn1cc(CN2[C@H](CC(C)C)COc3cc(Br)ccc3S2(=O)=O)nn1,.,-8,-4,4,-1,1,3,0.2,1,0
COc1cc(OC)c(NC(=O)C(Sc2nc(C)cc(C)c2C#N)c2ccccc2)cc1Cl (configuration not stated),4,8,17,-6,-1,12,-2,-0.1,3,0

# Screening results as filed in PubChem.
